# D2 agonist = D2 dopamine receptor (human) agonism. P14416. HEK293 T-REx D2 cells, calcium flux agonist mode. activation, % at 2 µM. 340,000 compounds, 0.53% hits;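 active = activation over 3 SD above normal in the single-dose calcium agonist read, cut at about 30% in these data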; also: 0% is about no effect
# Target sequence (P14416 whole entry, looked up): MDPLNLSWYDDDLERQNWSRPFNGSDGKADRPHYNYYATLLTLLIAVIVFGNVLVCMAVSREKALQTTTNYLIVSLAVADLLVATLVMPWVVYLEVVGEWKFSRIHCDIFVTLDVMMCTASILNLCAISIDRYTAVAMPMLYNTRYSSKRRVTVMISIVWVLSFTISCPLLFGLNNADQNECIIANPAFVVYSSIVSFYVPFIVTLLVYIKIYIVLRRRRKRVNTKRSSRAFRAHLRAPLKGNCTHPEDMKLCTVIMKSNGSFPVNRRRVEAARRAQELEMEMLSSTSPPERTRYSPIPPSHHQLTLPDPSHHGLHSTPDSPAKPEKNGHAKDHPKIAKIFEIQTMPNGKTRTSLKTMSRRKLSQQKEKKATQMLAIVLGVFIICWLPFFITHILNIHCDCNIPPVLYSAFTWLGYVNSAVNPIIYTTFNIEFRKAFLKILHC
#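 Agonism is scored from calcium flux in a force-coupled, inducible HEK293 cell line expressing D2, read kinetically for 180 s after compound addition against dopamine controls.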
# D2 antag = D2 dopamine receptor (human) antagonism. HEK293 TREx D2 cells, calcium flux, dopamine EC80. inhibition, % at 10 µM. 340,000 compounds, 2% hits. AID 485344; in the data active = inhibition above about 30%; also: 0% is about no effect
#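 In this primary screen, negative modulation is detected by tracking calcium flux after an EC80 dopamine challenge in inducible HEK293 T-REx D2 cells preexposed to test compound for 180 s.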
# TrxR1 substrate = substrates of rat thioredoxin reductase 1; 390,000 compounds, 0.01% hits; purified TrxR1 substrate turnover, NADPH consumption readout; Potency, µM (highest dose often 114 µM), for the others: at the top dose activity change, negative = substrate turnover; also: potency is read from the fitted curve at half-maximal effect; % is scaled to controls: 0 for no effect and ±100 for the full control effect; nearly all actives have a fitted effect of over 50% in size
# Target sequence (O89049 whole entry, looked up): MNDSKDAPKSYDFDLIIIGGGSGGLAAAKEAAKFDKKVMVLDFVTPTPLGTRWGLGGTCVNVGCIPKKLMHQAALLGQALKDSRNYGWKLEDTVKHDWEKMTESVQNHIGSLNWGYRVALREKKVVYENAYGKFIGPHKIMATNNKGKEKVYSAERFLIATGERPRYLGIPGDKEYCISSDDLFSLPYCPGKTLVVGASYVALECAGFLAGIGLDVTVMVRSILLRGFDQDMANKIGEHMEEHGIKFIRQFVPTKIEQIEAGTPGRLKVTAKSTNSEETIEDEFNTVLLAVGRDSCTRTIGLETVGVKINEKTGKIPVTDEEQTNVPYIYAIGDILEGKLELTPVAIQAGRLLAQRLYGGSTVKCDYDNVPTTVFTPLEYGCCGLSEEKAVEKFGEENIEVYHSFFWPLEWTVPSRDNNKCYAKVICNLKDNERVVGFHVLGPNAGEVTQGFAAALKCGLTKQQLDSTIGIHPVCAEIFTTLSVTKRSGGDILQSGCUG
#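 Rat TrxR1, dispensed at 90 nM, was prereduced with 400 uM NADPH (final) for 5 min at ~22 deg C, then incubated with compound 15 min before 400 uM selenite. A first-read NADPH fluorescence drop versus no-compound background flagged substrates.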
# mIDH1 inhibitor = human IDH1 R132H inhibition; O75874; IDH1-R132H enzyme, NADPH consumption, diaphorase/resazurin fluorescence; Potency, µM (doses to about 76.6 µM), for inactives: top-dose activity change, negative = inhibition, actives largely listed as inhibitors; 390,000 compounds, 0.093% hits; also: potency is read from the fitted curve at half-maximal effect; % is scaled to controls: 0 for no effect and ±100 for the full control effect; nearly all actives have a fitted effect of over 65% in size
#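 IDH1-R132H (0.5 ug/mL) preincubated 30 min with compound, then NADPH (0.016 mM) and alpha-KG (2 mM) added; 80 min at RT, pH 7.5. Remaining NADPH coupled via diaphorase/resazurin to fluorescence (540/590 nm); concentration-response curves normalized to no-enzyme control.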
# TRHR ag = TRH receptor (human) agonism; TRHR cells, calcium flux fluo-8, FDSS agonist mode; activation, % at 2 µM; 360,000 compounds, 0.18% hits; P34981; in the data active = activation above about 30%; also: 0% is about no effect
#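 Steps: seed TRHR cells overnight; add fluo-8 no-wash Ca dye, RT 30 min–1.5 h; record 10 s baseline; pin-transfer compounds; monitor fluorescence 1 cycle/s for the agonist window. Calcium increases flag candidate agonists.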
# USP1-UAF1 inh = blocks the human USP1/UAF1 deubiquitinase complex; AID 743255; 390,000 compounds, 0.23% hits; Potency, µM (doses to about 57.1 µM), without a hit: at the highest dose activity change, negative = inhibition, most hits filed as inhibitors; O94782; recombinant USP1/UAF1, Ub-Rhodamine cleavage fluorescence; also: potency is read from the fitted curve at half-maximal effect; % is scaled to controls: 0 for no effect and ±100 for the full control effect; nearly all actives have a fitted effect of over 60% in size; inactives centre near -12
#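 High-throughput fluorogenic screen: 1nM USP1/UAF1 complex, Ub-Rho substrate 150nM final, 50mM HEPES pH 7.8 with 0.5mM EDTA, 0.1 mg/ml BSA, 1mM TCEP and 0.01% Tween-20.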
# rTrxR1 inhibitor = inhibitors of rat thioredoxin reductase 1; Potency, µM (titrated, usually from 114 µM), for inactives: top-dose activity change, negative = inhibition, hits mostly inhibitors; recombinant rTrxR1, NADPH fluorescence consumption, selenite substrate; 390,000 compounds, 1% hits; O89049; also: potency is read from the fitted curve at half-maximal effect; % is scaled to controls: 0 for no effect and ±100 for the full control effect; nearly all actives have a fitted effect of over 65% in size
#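 Rat TrxR1 (90 nM in the dispensed reagent) was pre-reduced with 400 uM NADPH for 5 min at room temperature, then incubated with compound for 15 min. After 400 uM selenite was added, NADPH fluorescence (Ex 340/Em 450 nm) was followed for 8 min.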
# TRHR PAM = allosteric enhancers of human TRH receptor; AID 493056; enhancement, % at 2 µM; TRHR cells, fluo-8 calcium fluorescence, EC20 TRH enhancement; 360,000 compounds, 0.66% hits; P34981; in the data active = enhancement above about 30%; also: 0% is about no effect
#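 TRHR-expressing cells loaded with fluo-8 calcium dye were read kinetically (ex 480/em 530) during compound addition, then stimulated with an EC20 of TRH (10 nM final). Enhancement of the Gq-mediated intracellular calcium response was scored.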
# PI4K2A inh = PI4K2A (human) kinase inhibition; Q9BTU6; purified PI4K2A, ADP-Glo luminescence, 1 h; active compounds read low; activity change, negative = inhibition, % at 76.9 µM; 420,000 compounds, 0.13% hits; AID 1346378; in the data active = activity change below about -50%; inconclusive = mostly about -30% to -49%;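 also: -100% = wells without enzyme as full effect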
#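 ADP-Glo luminescence measured ADP generated by PI4K2A enzyme (4 ug/mL before mixing) with 1.2 mM PI substrate (pre-mix) and 300 microM ATP (pre-mix). Tris pH7.5 buffer with MgCl2, Triton X-100; 1 h reaction at ambient temperature.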
# * = called active by the depositor; ? = inconclusive; . = not tested or not shown; & = joins results of further samples; [ ] = remark or other dose. Unless noted, calls follow the shape of the dose curve; as a rule, active = well fitted inhibition curve with a large enough effect; inconclusive = small, poorly fitted or top-dose-only effect; inactive = no such curve, though single readings can be large or run the other way.
# Order of values – mIDH1 inhibitor	D2 agonist	D2 antag	rTrxR1 inhibitor	PI4K2A inh	TrxR1 substrate	USP1-UAF1 inh	TRHR ag	TRHR PAM
C=CCn1c(SCC(=O)N2CCc3ccccc3C2)nc2ccccc2c1=O
 : 9%	.	.	-2%[0.457 µM]	-5	12%[57.1 µM]	-11%	0.8	-12
COc1nc(N=C(N)N)nc2c(C)cccc12
 : -2%	.	.	-33%	-1	100%[activator]	-9%	.	.
COc1ccc(N/C(N)=N/c2nc(C)cc(C)n2)c(OC)c1
 : -9%	0.1	-1	14%[57.1 µM]	-4	6%[57.1 µM]	9%	0.6	0
Cc1ccc(C(=O)Nc2ncccc2O)o1
 : -9%	0.7	0	-12%[57.1 µM]	-6	-6%[57.1 µM]	-3%	-0.1	-2
CC(C)(C)NC(=O)CSc1nncn1-c1ccccc1
 : -3%	-0.4	8	23%	-2	11%	-9%	-0.2	1
CCOC(=O)c1cnc(SC)nc1Oc1cccc(NS(=O)(=O)c2ccccc2)c1
 : 5%	-0.2	-7	1%	0	-1%	1%	0.6	1
CSc1ccc(S(=O)(=O)Nc2ccc(OCC(=O)N3CCOCC3)cc2)cc1
 : -2%	-0.2	-14	14%[57.1 µM]	4	7%[57.1 µM]	-19%	0.7	4
Cc1ccc(C(=O)Cc2nc3ccccc3[nH]2)cc1
 : 5%	0.1	-7	3%[57.1 µM]	2	2%	-23%	-0.3	4
COc1ccc(CCNC(=O)CSc2nnc(Cc3cccn3C)n2C)cc1OC
 : -7%	-0.2	1	20%	-2	0%	-8%	-1.0	-6
COc1ccc(OC)c(CNC(=O)c2ccc3c(c2)c(C)c(C)n3C)c1
 : -19%	0.0	.	8%[57.1 µM]	2	0%[57.1 µM]	?	-0.5	2
CCOc1ccc(NC(=O)CN(C)C(=O)C2CCCC2)cc1OCC
 : -3%	-0.9	2	13%	-1	2%	-24%	-0.3	-1
Cc1cccn2c(=O)c(C=O)c(Nc3ccc(S(N)(=O)=O)cc3)nc12
 : -4%	-0.8	3	3%[57.1 µM]	-3	4%[57.1 µM]	-12%	0.7	0
CCOc1ccc(C2C(C(=O)Nc3ccc(OC)cc3)=C(C)Nc3nc(SCc4ccc(Cl)cc4)nn32)cc1 (stereo unspecified)
 : 12%	-1.2	.	24%[57.1 µM]	-13	4%[57.1 µM]	-22%	-0.7	-8
Cc1c(/C(O)=C2/C(=O)C(=O)N(CCN3CCOCC3)C2c2cccnc2)cnn1-c1ccccc1 (stereo unspecified)
 : 0%	0.1	6	4%[57.1 µM]	0	8%[57.1 µM]	-24%	0.6	5
NC(=O)/C=C/C(=O)Nc1ccc(Cl)cc1
 : -3%	0.6	-1	?	5	6%	0%	0.9	3
O=C(O)c1cccc(S(=O)(=O)Nc2ccc(N3CCCCC3)cc2)c1
 : -4%	.	.	-28%	-2	2%	-16%	.	.
COc1cccc(CNC(=O)CN(c2ccc(C)cc2)S(=O)(=O)N(C)C)c1OC
 : -5%	-0.3	.	10%	-1	2%	-20%	-0.3	-11
Cc1nnc(SCC(=O)O)s1
 : 6%	0.7	5	19%[57.1 µM]	2	4%[57.1 µM]	-20%	0.4	-9
O=C(O)c1ccc(N2CCN(c3ccc(Cl)cc3)CC2)c([N+](=O)[O-])c1
 : 7%	1.1	-19	-2%	-4	-5%	-6%	1.6	0
COC(=O)C1=C(C)N=C2SCCC(=O)N2C1c1ccc(OCc2ccccc2)c(OC)c1 (stereo unspecified)
 : -7%	-1.0	.	20%	3	-5%	-13%	-0.1	7

# Continued.
# Order of values – mIDH1 inhibitor	D2 agonist	D2 antag	rTrxR1 inhibitor	PI4K2A inh	TrxR1 substrate	USP1-UAF1 inh	TRHR ag	TRHR PAM
CCN(CC)S(=O)(=O)c1ccc(N/N=C/c2cccnc2)nc1
 : 0%	-0.4	-23	-11%	1	-15%	-18%	0.1	-2
COc1ccccc1C(=O)Nc1c(C(=O)Nc2cc(Cl)ccc2C)sc2nc(C)cc(C)c12
 : 9%	1.2	.	12%	4	8%	-25%	0.7	8
O=S(=O)(NCCS(=O)(=O)N1CCN(c2ccccc2)CC1)c1ccccc1
 : -7%&-4%	0.1&1.2	-1	19%	4&4	2%	-8%&-18%	0.8&-0.1	2&2
CCCN(C(=O)COC(=O)C12CCC(=O)N1c1ccccc1S2)c1c(N)n(Cc2ccccc2)c(=O)[nH]c1=O (stereo unspecified)
 : -11%	0.0	17	11%	0	-4%	-11%	-0.4	2
CN(C)C(=O)CCc1ccc2c3c([nH]c2c1)[C@]1(CCC2CCCC2)[C@@H](C(=O)N2CCOCC2)C[C@H](CC(=O)NCCc2ccccn2)C(=O)N1CC3
 : 2%[38.3 µM]	.	.	19%	-1	9%	-19%	.	.
O=C(NCCc1ccccc1)C1CCCN(S(=O)(=O)c2cccnc2)C1 (stereo unspecified)
 : 0%	.	.	-6%	5	-5%	-16%	-1.0	8
Cc1ccc(O)c(NC(=O)C2CC(c3cccc(Br)c3)=NO2)c1 (stereo unspecified)
 : 0%	-0.7	11	6%	5	-5%	-26%	-0.6	2
CC(CC(=O)NC1CCSC1=O)c1ccccc1 (stereo unspecified)
 : 3%	0.3	-5	22%	-2	13%	-19%	0.0	-4
Cc1c(NC(=O)Nc2ccc(C(C)C)cc2)c(=O)n(-c2ccccc2)n1C
 : 0%	0.3	-5	6%	-5	2%	-25%	0.0	8
Cc1ccc(-n2c(=O)c3sccc3n(Cc3cc(=O)n4ccccc4n3)c2=O)cc1
 : 12%&5%	-1.4&0.1	6	11%&11%	3&2	9%&24%	-33%&0%	-0.8&0.0	3&18
COc1ccc(CCNC/C=C/c2ccccc2)cc1
 : -8%	.	.	1%	-1	-4%	-19%	.	.
C/C(=N\NC(=O)c1cccc(S(=O)(=O)N2CCCCC2)c1)c1ccc(C)o1
 : 2%	0.0	-3	2%[57.1 µM]	-3	-6%[57.1 µM]	-6%	-0.4	3
c1ccc2[nH]c(CN3CCCCCC3)nc2c1
 : 8%	0.9	6	-1%	2	6%	-10%	0.7	-2
COc1ccc(C(=S)N(C)C)cc1OC
 : -4%	0.1	-10	7%	4	2%	-1%	-0.2	-5
Cc1cccc(N2CCN(C(=O)CS(=O)(=O)c3cccc4nsnc34)CC2)c1C
 : -12%	1.1	.	5%[57.1 µM]	0	2%[57.1 µM]	-22%	0.0	-6
CCOc1ccc(C(=O)Nc2ccc3c(c2)OCCO3)cc1Br
 : 20%	-1.5	.	0%	0	-5%	-8%	-1.3	-4
Cc1c(N2C(=O)C(=O)/C(=C(/O)c3ccc(Cl)cc3)C2c2ccccc2)c(=O)n(-c2ccccc2)n1C (stereo unspecified)
 : 2%	.	.	-6%	2	-8%	-17%	0.3	-5
COc1cc(CN2CCC(n3nccc3NC(=O)c3ccccc3OC)CC2)ccc1F
 : 8%	-0.3	-45	-12%	-1	-4%	-7%	-0.4	-2
CC(NC(=O)COC(=O)C1CCC1)c1ccccc1 (stereo unspecified)
 : -9%	-0.9	-21	5%	3	1%	-1%	-0.6	-6
Nc1nonc1-n1nnc(C(=O)N/N=C/c2cccc(F)c2)c1CN1CCCCCC1
 : -5%	.	.	17%	-2	4%	-14%	.	.

# Carrying on.
# Order of values – mIDH1 inhibitor	D2 agonist	D2 antag	rTrxR1 inhibitor	PI4K2A inh	TrxR1 substrate	USP1-UAF1 inh	TRHR ag	TRHR PAM
CCOC(=O)C1(Cc2ccccc2)NC(c2ccccc2F)C2C(=O)N(CC)C(=O)C21 (stereo unspecified)
 : 4%	-0.6	8	14%[57.1 µM]	2	8%[57.1 µM]	-3%	0.5	-7
O=C1c2ccccc2[C@@H]2C[C@@H](O)[C@H](Nc3ccccc3-c3ccccc3)CCN12
 : 1%	.	.	8%	-2	3%	-15%	.	.
CCCNC(=O)NC(=O)COC(=O)CNS(=O)(=O)/C=C/c1ccccc1
 : -4%	-0.2	-34	13%	-3	-3%	-16%	0.7	1
Cc1ccc(OCCSc2nc3ccc(NC(=O)c4ccco4)cc3s2)cc1
 : 5%	.	.	21%	2	1%	0%	1.7	4
C#Cc1cccc(C(=O)N2CCCC(C(=O)c3ccc(OC)cc3C)C2)c1 (stereo unspecified)
 : 9%	0.4	2	-10%	1	-2%	-4%	1.7	5
NS(=O)(=O)c1ccc(NC(=O)c2cc(Cl)ccc2Cl)cc1
 : 0%	-0.4	10	-2%	-4	-5%	-9%	-1.3	-1
CCOC(=O)c1ccc(NC(=O)Cn2c(=O)oc3ccccc32)cc1
 : -6%	1.5	-4	0%	-1	-5%	-12%	-0.1	17
CN(C)S(=O)(=O)c1ccc(Cl)c(NC(=O)COC(=O)/C=C/c2ccc3ccccc3n2)c1
 : 0%	-0.1	-9	-6%	0	-14%	3%	-0.7	-1
CC(=O)Nc1ccc(NC(=O)[C@@H]2CCCN2S(=O)(=O)c2ccc3c(c2)OCCO3)cc1
 : 0%	2.3	-1	-2%[57.1 µM]	-1	3%[57.1 µM]	3%	0.1	9
O=C(Cn1ccc2ccccc2c1=O)NCCC(=O)N1CCN(C(=O)c2ccco2)CC1
 : 6%	.	.	13%[57.1 µM]	-4	10%[57.1 µM]	-5%	.	.
CCCC12CN3CC(C)(CN(C1)C3c1cn(C)c3ccccc13)C2=O (stereo unspecified)
 : 7%	5.4	.	-3%	0	-12%	?	-1.0	9
Cn1c(=O)cc(SCC(=O)N2CCN(c3ccccc3)CC2)c2ccccc21
 : -6%&8%	-0.6&-0.1	-20	-22%&7%	-1&-1	-18%&4%	-8%&-11%	-1.1&-0.5	-1&4
CC(C)(C)c1ccc(OCC(=O)Nc2ccc(C(=O)OC3CCCCC3)cc2)cc1
 : .	0.0	.	10%	0	-2%	-11%	-0.4	1
Cc1nn(-c2ccccc2)c(C)c1C(=O)Oc1ccccc1
 : 6%	-1.5	11	8%[57.1 µM]	4	-23%[57.1 µM]	-12%	-0.8	-4

# Assay outcomes as filed in PubChem BioAssay.
